Assay outcomes (PubChem)
hERG protect: hERG rescue from dofetilide block, primary screen, cell-based, CHO-hERG, FluxOR thallium flux, dofetilide IC70; Voltage-gated inwardly rectifying potassium channel KCNH2 (Homo sapiens), Q12809; dofetilide IC70 present; activation (rescue from dofetilide block), less the hit threshold, % at 10 µM; 310,000 tested, 0.51% active; AID 1511, 2009;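 active = activation above the mean of controls blocked by dofetilide plus 5 SD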;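 note: thallium influx through hERG after potassium depolarization seen as dye fluorescence rise; in these data hits start at about 4.7%; inactives centre near -7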
KCNQ1 inh: inhibitors of human KCNQ1 channel, primary screen, cell-based, thallium flux, high-throughput. Potassium voltage-gated channel subfamily KQT member 1 (Homo sapiens), P51787. CHO-K1 KCNQ1, FluxOR thallium flux fluorescence; stronger effect = higher value. B-score at 10 µM. 310,000 tested, 1.3% active. AID 2642, 2010;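 active = compounds whose thallium flux B-score, printed positive for inhibition, exceeds three library SD while starting fluorescence stays within three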;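 note: channel opened by potassium depolarization with thallium stimulus after 20 min compound exposure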
ANO1 block: TMEM16A chloride channel inhibitors, primary screen, cell-based, HTS; Anoctamin-1 (Mus musculus), Q8BHY3; HEK293 TMEM16A/YFP iodide influx fluorescence, ionomycin; normalized B-score (activity score, 25-100; higher = stronger inhibition) at 10 µM; 310,000 tested, 1.2% active; AID 588511, 2011;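 active = ratio plate-corrected score three or more library SD toward inhibition, starting fluorescence score within five deviations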;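 note: score derived from kinetic fluorescence span divided by baseline fluorescence per well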
Target sequence (Q8BHY3 whole entry, looked up): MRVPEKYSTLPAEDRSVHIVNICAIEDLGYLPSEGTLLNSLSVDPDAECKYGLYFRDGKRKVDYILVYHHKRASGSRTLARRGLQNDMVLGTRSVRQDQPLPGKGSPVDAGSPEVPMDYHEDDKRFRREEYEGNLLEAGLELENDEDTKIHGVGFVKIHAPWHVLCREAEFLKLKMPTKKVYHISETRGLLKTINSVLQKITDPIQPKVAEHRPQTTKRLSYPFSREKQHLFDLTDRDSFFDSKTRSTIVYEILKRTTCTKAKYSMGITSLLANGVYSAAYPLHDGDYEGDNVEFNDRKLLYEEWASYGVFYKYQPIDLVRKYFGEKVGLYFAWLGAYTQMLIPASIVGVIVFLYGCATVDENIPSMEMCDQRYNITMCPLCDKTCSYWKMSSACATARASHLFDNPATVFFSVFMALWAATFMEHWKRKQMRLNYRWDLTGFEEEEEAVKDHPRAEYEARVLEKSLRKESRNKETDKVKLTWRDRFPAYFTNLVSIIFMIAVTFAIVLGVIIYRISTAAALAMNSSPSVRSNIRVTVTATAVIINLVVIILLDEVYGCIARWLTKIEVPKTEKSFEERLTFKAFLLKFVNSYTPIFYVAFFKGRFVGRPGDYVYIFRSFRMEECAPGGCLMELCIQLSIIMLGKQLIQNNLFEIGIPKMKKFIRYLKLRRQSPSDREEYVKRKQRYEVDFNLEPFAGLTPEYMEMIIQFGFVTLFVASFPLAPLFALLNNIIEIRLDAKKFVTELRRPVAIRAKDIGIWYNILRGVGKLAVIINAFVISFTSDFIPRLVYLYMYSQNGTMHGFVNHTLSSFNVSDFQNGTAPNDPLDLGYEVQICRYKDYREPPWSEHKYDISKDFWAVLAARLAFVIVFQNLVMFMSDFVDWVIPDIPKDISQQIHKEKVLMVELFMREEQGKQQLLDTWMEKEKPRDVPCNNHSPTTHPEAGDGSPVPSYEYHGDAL
RGS4 inh: RGS4 inhibitors, primary screen, cell-based, HEK293 M3R inducible RGS4, calcium flux; Regulator of G-protein signaling 4 (Homo sapiens), P49798; Fluo-4 calcium flux; stronger effect = higher value; triggered by carbachol at its EC20; B-score at 10 µM; 310,000 tested, 0.45% active; AID 463165, 2010;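 active = B-score, a plate-corrected calcium signal, over three deviations above library mean, with baseline fluorescence within five deviations of library mean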;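 note: RGS4 expression induced by doxycycline in cells with stable M3 receptor; B-score is computed from the integrated fluorescence ratio over baseline after carbachol; higher B-score means a larger calcium signal and so more RGS4 inhibition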
ANO1 activ: TMEM16A chloride channel activators or potentiators, primary screen, cell-based, HTS; HEK293 TMEM16A/YFP-H148Q/I152L, iodide quench fluorescence; stronger effect = lower value; B-score at 10 µM; 340,000 tested, 0.3% active;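 active = fluorescence-ratio B-score plate-corrected deviation score at least 3 library SD below zero, with starting fluorescence score within 5 deviations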;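 note: channel opened by trigger with iodide after compound preincubation; score built on the fluorescence ratio of max minus min over baseline; more negative score means more quench and so TMEM16A activation or potentiation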
MrgX1 PAM: positive allosteric modulators of MrgX1, primary screen, HEK293 cells, Fluo-4 calcium flux; AID 588675, 2011; B-score at 10 µM; FDSS; stronger effect = higher value; 310,000 tested, 0.63% active;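 active = plate-corrected calcium response at least 3 library SD above typical, normal starting fluorescence, not activating the receptor alone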;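 note: compound read alongside a low EC10 to EC30 dose of BAM8-22 agonist; peak minus trough fluorescence over baseline measured at the second addition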
KCNK9 block: KCNK9 potassium channel inhibitors, primary screen, HEK293 cells, thallium flux; 310,000 tested, 1.2% active; Potassium channel subfamily K member 9 (Homo sapiens), Q9NPC2; B-score at 10 µM; FluxOR thallium flux fluorescence; stronger effect = lower value;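 active = ratio B-score over 3 SD below the library mean, with starting fluorescence within 5 SD of its mean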;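 note: negative B-score means less thallium flux so channel inhibition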
KCNQ1 pot: potentiators or activators of KCNQ1 channel, primary screen, cell-based, thallium flux, high-throughput. B-score at 10 µM. Potassium voltage-gated channel subfamily KQT member 1 (Homo sapiens), P51787. AID 2648, 2010. CHO-K1 KCNQ1, thallium flux FluxOR fluorescence; stronger effect = higher value. 310,000 tested, 0.35% active;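 active = fluorescence ratio B-score, a plate-corrected score, at least three library SD, with initial intensity B-score within 5 SD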
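assay system = CHO-K1 cells stably expressing KCNQ1 | medium = assay buffer, equal DMSO in all wells | timing = 37 °C overnight plating, 90-min dark dye load, 20-min compound pretreatment | measured by = kinetic FluxOR thallium fluorescence, 10-s 1-Hz baseline, 110-s post-stimulus read | measure = fluorescence change relative to baseline, converted to B score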
MrgX1 agonist: agonists of human MrgX1 receptor, primary screen, HEK293 cells, Fluo-4 calcium flux; AID 588627, 2011; Fluo-4 calcium fluorescence, agonist mode; stronger effect = higher value; 310,000 tested, 0.44% active; Mas-related G-protein coupled receptor member X1 (Homo sapiens), Q96LB2; B-score at 10 µM;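 active = calcium response B-score plate-corrected fluorescence ratio at least 3 library SD, with starting fluorescence B-score inside 5 SD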
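times = overnight plating, then 30 min 37 °C plus 30 min room-temperature dye loading | assay system = stable human MrgX1 HEK293 cell line | input = fifteen thousand cells per well | signal = kinetic calcium dye fluorescence, Fluo-4 NW | dosing = compound delivered in addition one of three | read-out = B-scored fluorescence response ratio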
RGS4 act: RGS4 potentiators or activators, primary screen, cell-based, HEK293 M3R inducible RGS4, calcium flux | carbachol calcium flux Fluo4; stronger effect = lower value | B-score at 10 µM | 310,000 tested, 0.92% active | AID 463111, 2010;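 active = B-score of the integrated calcium signal more than 4 SD below the library mean, with starting fluorescence not abnormally high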;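 note: negative B-score means reduced calcium response which marks RGS4 activation or potentiation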
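test system = M3R-expressing HEK293 line, RGS4 induced by doxycycline | probe or stimulus = carbachol at ECmax as muscarinic agonist stimulus | timing = dye loading 30 min 37 °C, buffer rest 30 min RT | signal = calcium dye Fluo4 fluorescence | evaluation = B score from integrated fluorescence ratio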
KCNK3 block: human KCNK3 channel inhibitors, primary screen, CHO cells, FluxOR thallium flux, B-score. Potassium channel subfamily K member 3 (Homo sapiens), O14649. FluxOR fluorescence; stronger effect = lower value. B-score at 10 µM. 340,000 tested, 0.84% active. AID 602410, 2012;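 active = B-score under library mean minus 4 SD, starting fluorescence ratio at most library mean plus 5 SD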;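 note: more negative B-score means stronger inhibition of thallium flux through KCNK3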
The depositor's hits bear a star; i = inactive; x = not tested or not shown.

nr | Molecule | hERG protect | KCNQ1 inh | ANO1 block | RGS4 inh | ANO1 activ | MrgX1 PAM | KCNK9 block | KCNQ1 pot | MrgX1 agonist | RGS4 act | KCNK3 block
1 | CCCSc1sc(C(=O)OC)c(-c2cccs2)c1C#N | -5 | i | i | i | i | i | i | i | i | i | i
2 | CCCC(C)NC(=O)COc1ccc(Sc2ccc(OCC(=O)NC(C)CCC)cc2)cc1 (centres undefined) | -7 | i | i | i | i | i | i | i | i | i | i
3 | Cc1ccc(N2CN=C3SCC(=O)N3C2)cc1C | -14 | i | i | i | i | i | i | i | i | i | i
4 | O=C(CN1CCN(c2ccccn2)CC1)Nc1ccc([N+](=O)[O-])cc1C(=O)Nc1ccccc1F | 0 | i | i | i | i | i | i | i | i | i | i
5 | CCOC(=O)CC1COCCN1Cc1cn[nH]c1-c1ccc2c(c1)OCO2 (centres undefined) | -3 | i | i | i | i | i | i | i | i | i | i
6 | Cc1ccc2oc(C(=O)NCc3ccc4c(c3)OCO4)c(C)c2c1 | 0 | i | i | i | i | i | i | i | i | i | i
7 | O=c1c(-c2ccccc2)coc2c(CN3CCCCC3)c(O)ccc12 | -7 | i | i | i | i | i | i | i | i | i | i
8 | Cc1ccc2nc3c(c(Nc4cccc(O)c4)c2c1)CCC3 | -15 | i | i | i | i | i | i | i | i | i | i
9 | CCOc1ccc(C(C)C)cc1S(=O)(=O)Nc1ccc(Cl)cn1 | -4 | i | i | i | i | i | i | i | i | i | i
10 | O=C(c1snnc1-c1ccccc1)N1CCOCC1 | -7 | i | i | i | i | i | i | i | i | i | i
11 | O=C(Nc1ccc(S(=O)(=O)N2CCCC2)cc1)c1ccc(OCC2CCCO2)cc1 (centres undefined) | -9 | i | 25* | i | i | i | i | i | i | i | i
12 | C=CCNC(=O)C1(S(=O)(=O)c2ccccc2)CC=CC1 | -10 | i | i | i | i | i | i | i | i | i | i
13 | C/C(=N\Nc1cc(N2CCOCC2)nc(C)n1)c1cccc([N+](=O)[O-])c1 | -6 | i | i | i | i | i | i | i | i | i | i
14 | O=C(Nc1ccccc1[N+](=O)[O-])c1cncc(Br)c1 | -5 | i | i | i | i | i | i | i | i | i | i
15 | CCn1c(S(=O)(=O)O)nc2ccccc21 | -7 | i | i | i | i | i | i | i | i | i | i
16 | COCc1c(C#N)c(NCCc2ccc(F)cc2)nc(C)c1[N+](=O)[O-] | -2 | i | i | i | i | i | i | i | i | i | i
17 | CN(C)c1ccc(N=Nc2cccc3ccoc23)cc1 | -5 | i | i | i | i | i | i | i | i | i | i
18 | CCNC(=O)NC(=O)CSc1ccc2ccccc2c1 | -1 | i | i | i | i | i | i | i | i | i | i
19 | COc1ccc(Br)cc1/C=C/c1ccc2cccc(O)c2n1 | -4 | i | i | i | i | i | i | i | i | i | i
20 | CCN(CC)C(=O)C1CCN(S(=O)(=O)c2ccc3oc4ccccc4c3c2)CC1 | -10 | i | i | i | i | i | i | i | i | i | i
21 | O=C(Nc1nc(-c2ccncc2)cs1)c1ccc(F)cc1 | -9 | i | i | i | i | i | i | i | i | i | i
22 | O=C(NNC(=O)c1ccncc1)Nc1ccc([N+](=O)[O-])cc1 | -3 | 7* | i | i | i | i | i | i | i | i | i
23 | COCc1cc(=O)[nH]c(Nc2nc3ccccc3o2)n1 | -10 | i | i | i | i | i | i | i | i | i | i
24 | COc1ccc(NC(=O)/C(C#N)=C/c2c(C)nn(-c3ccc(F)cc3)c2Cl)cc1Cl | -5 | i | i | i | i | i | i | i | i | i | i
25 | CCC(=O)N1CCN(c2nc3ccccc3s2)CC1 | -1 | i | i | i | i | i | i | i | i | i | i
26 | COc1ccc(-n2c(Cc3cccn3C)nnc2SCC(=O)Nc2ccc(Cl)cc2)cc1 | -10 | i | i | i | i | i | i | i | i | i | i
27 | COc1ccc(S(=O)(=O)N(C)CC(=O)Nc2ccccc2OC)cc1C | -14 | i | i | i | i | i | i | i | i | i | i
28 | COc1ccc(Nc2oc(-c3ccco3)nc2S(=O)(=O)c2ccc(F)cc2)cc1 | -4 | i | i | i | i | i | i | i | i | i | i
29 | COc1ccccc1NC(=O)CSc1nnc(-c2ccoc2C)n1C | -5 | i | i | i | i | i | i | i | i | i | i
30 | c1ccc(CSc2snnc2-c2ccccc2)cc1 | -6 | i | i | i | i | i | i | i | i | i | i
31 | COc1cc(C(=O)Nc2nnc(C3=COCCO3)o2)cc(OC)c1OC | -5 | i | i | i | i | i | i | i | i | i | i
32 | Cc1csc2c(=O)sc(NC(=O)c3ccc(F)cc3Cl)nc12 | -1 | i | i | i | i | i | i | i | i | i | i
33 | O=C(C1CC2CCC1C2)N1CCN(Cc2ccc3c(c2)OCO3)CC1 (centres undefined) | -6 | i | i | i | x | i | i | i | i | i | x
34 | COc1ccc(-c2nc3ncccc3o2)cc1NC(=O)c1cccs1 | -4 | i | i | i | i | i | i | i | i | i | i
35 | COCC(=O)Nc1ccccc1NC(C)=O | -6 | i | i | i | i | i | i | i | i | i | i
36 | Cc1ccc2c(CC(=O)OCC(=O)N(CC(C)C)c3c(N)n(Cc4ccccc4)c(=O)[nH]c3=O)coc2c1 | -11 | i | i | i | i | i | i | i | i | i | i
37 | O=C1CC(C(=O)Nc2ccccc2)N=C(N2CCCCC2)N1 (centres undefined) | -11 | i | i | i | i | i | i | i | i | i | i
38 | C(=N\n1cnnc1)/c1ccc(N2CCOCC2)cc1 | -13 | i | i | i | i | i | i | i | i | i | i
39 | Cn1c(CSCc2ccccc2)nnc1SCC(=O)Nc1nccs1 | -4 | i | i | i | i | i | i | i | i | i | i
40 | N/C(=N\OC(=O)c1cccnc1)c1ccc(Cl)cc1Cl | -6 | i | i | i | i | i | i | i | i | i | i
41 | COc1ccc(CN2CCSCC2)cc1C | -9 | i | i | i | i | i | i | i | i | i | i
42 | Cc1nn2c(=O)cc(CSCC(=O)Nc3ccccc3F)nc2s1 | -3 | i | i | i | i | i | i | i | i | i | i
43 | CC1CCN(C(=O)c2cccc(S(=O)(=O)N3CCCc4ccccc43)c2)CC1 | -15 | i | i | i | i | i | i | i | i | i | i
44 | COc1cccc(Oc2ccc(N)cc2)c1 | -8 | i | i | i | i | i | i | i | i | i | i
45 | O=S(=O)(Nc1cccc(C(F)(F)F)c1)c1cnc[nH]1 | -5 | i | i | i | i | i | i | i | i | i | i
46 | CCOc1ncccc1C(=O)OC(C)C(=O)Nc1ccc(CC)cc1 (centres undefined) | -7 | i | i | i | i | i | i | i | i | i | i
47 | Cc1sc2nc(CSC(C)C(=O)Nc3ccc(C(N)=O)cc3)[nH]c(=O)c2c1C (centres undefined) | -8 | i | i | i | i | i | i | i | i | i | i
48 | Cc1nn(C(=O)C(C)N2C(=O)c3ccccc3C2=O)c(C)c1Br (centres undefined) | -5 | i | x | i | i | x | i | i | x | i | i
49 | NC(=O)c1cc(S(=O)(=O)NCc2cccs2)cs1 | -4 | i | i | i | i | i | i | i | i | i | i
50 | Cc1ccc(C)c(NC(=S)N2CCC(NC(=O)c3ccco3)CC2)c1 | -4 | i | i | i | i | i | i | i | i | i | i
51 | O=C(NCc1cccc(Cl)c1)c1ccc(S(=O)(=O)Nc2cccc(C(F)(F)F)c2)cc1 | -7 | i | i | i | i | i | i | i | i | i | i
52 | CSCCC(NC(=O)COc1ccccc1)C(=O)OCC(=O)c1cc2ccccc2o1 (centres undefined) | -8 | i | i | i | i | i | i | i | i | i | i
53 | COc1ccc(OCC(O)CNC(=O)Nc2ccccc2)cc1 (centres undefined) | -3 | i | i | i | i | i | i | i | i | i | i
54 | Cn1c(C(=O)NCCCN2CCN(c3ccccc3F)CC2)cc2c(=O)n(C)c3ccccc3c21 | -17 | i | i | i | i | i | i | i | i | i | i
55 | Cc1ccc(NC(=O)c2cc(-c3ccccc3)n[nH]2)cc1 | -8 | i | i | i | i | i | i | i | i | i | i
56 | CC(=O)C1=C(O)C(=O)N(c2ccc(Br)cn2)C1c1cccc([N+](=O)[O-])c1 (centres undefined) | -9 | i | i | i | i | i | i | i | i | i | i
57 | CC(C)(C)C1CCC(OC(=O)C[N+]2(C)CCCC2)CC1 (centres undefined) | -15 | i | i | i | i | i | i | i | i | i | i
58 | Cc1ccc(CNC(=O)C2CCCN(S(=O)(=O)c3c(C)[nH]c(=O)[nH]c3=O)C2)cc1 (centres undefined) | -9 | i | i | i | i | i | i | i | i | i | i
59 | O=C(NCc1cccnc1)C1CCC(CNS(=O)(=O)c2cccc3nsnc23)CC1 (centres undefined) | -6 | i | i | i | i | i | i | i | i | i | i
60 | O=C(CCCN1C(=O)CCC1=O)Nc1ccc(Br)cc1F | -8 | i | i | i | i | i | i | i | i | i | i

Additional structures.
nr | Molecule | hERG protect | KCNQ1 inh | ANO1 block | RGS4 inh | ANO1 activ | MrgX1 PAM | KCNK9 block | KCNQ1 pot | MrgX1 agonist | RGS4 act | KCNK3 block
61 | CCC(CC)C(=O)Nc1cccc(C(=O)Nc2ccc3c(c2)OCO3)c1 | -15 | i | i | i | i | i | -7.6* | i | i | i | -12*
62 | Cc1ccc2nc(-c3cccnc3)c(NC3CCCCC3)n2c1 | -3 | i | i | i | i | i | i | i | i | i | i
63 | CCOc1nc2c(c(-c3cccs3)c1C#N)Cc1ccccc1-2 | -9 | i | i | i | i | i | i | i | i | i | i
64 | CCOC(=O)C1=C(c2ccccc2)NC(=O)NC1c1ccc(OC)cc1 (centres undefined) | 0 | i | i | i | i | i | i | i | i | i | i
